# Screening data as filed in PubChem BioAssay.
# GLP-1R inv ag – acts as inverse agonist at human GLP-1 receptor. P43220. HEK293 GLP-1R CRE-luciferase, luminescence, 24 h; GLP-1R form is constitutively active. Potency, µM (titrated, usually from 38.3 µM), for inactives: at the top dose activity change, negative = inhibition, most hits filed as inhibitors. hit rate 1.6% among 410,000; also: potency is read from the fitted curve at half-maximal effect; % is scaled to controls: 0 for no effect and ±100 for the full control effect; nearly all actives have a fitted effect of over 55% in size
# Target sequence (P43220 whole entry, looked up): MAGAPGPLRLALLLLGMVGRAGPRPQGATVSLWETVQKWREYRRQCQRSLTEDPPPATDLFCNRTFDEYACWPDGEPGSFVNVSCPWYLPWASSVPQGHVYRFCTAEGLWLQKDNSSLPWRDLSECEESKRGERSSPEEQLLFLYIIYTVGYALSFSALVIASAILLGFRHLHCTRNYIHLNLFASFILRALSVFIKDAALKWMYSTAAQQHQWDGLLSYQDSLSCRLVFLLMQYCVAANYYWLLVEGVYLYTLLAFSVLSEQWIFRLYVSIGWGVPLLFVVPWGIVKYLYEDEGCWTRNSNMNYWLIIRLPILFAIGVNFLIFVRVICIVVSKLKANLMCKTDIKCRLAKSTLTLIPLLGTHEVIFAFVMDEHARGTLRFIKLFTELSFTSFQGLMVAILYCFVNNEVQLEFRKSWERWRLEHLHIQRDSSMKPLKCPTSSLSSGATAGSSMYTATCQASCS
#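 Using stably transfected HEK293 (constitutively active GLP-1R, cAMP-luciferase reporter), compounds were incubated 24 hr and luciferase measured by luminescence.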
# GLP1R cytotox – cytotoxic in the GLP-1 receptor inverse agonist counter-screen. HEK293 cAMP-luciferase reporter cells, luminescence, 24 h. Potency, µM (highest dose often 38.3 µM), inactives show at the highest dose activity change, negative = inhibition, actives largely listed as inhibitors. hit rate 0.13% among 410,000. AID 624418;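 also: loss of luciferase light is scored as toxicity; potency is read from the fitted curve at half-maximal effect; % is scaled to controls: 0 for no effect and ±100 for the full control effect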
#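 Here, cytotoxicity is scored as loss of luminescence. The MLSMR collection was tested on cells seeded in medium containing 10% Nu serum, with a 24 hr compound exposure preceded by 12 hours of culture.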
# DRD3 agonist – activates the human D3 dopamine receptor; D3R DiscoveRx beta-arrestin cells, luminescence, 90 min; max activation, %; hit rate 0.58% among 410,000; in the data active = max activation above about 30%; also: 0% is about no effect; mostly tested at two doses, the higher about 12 µM
# Target sequence (P35462 whole entry, looked up): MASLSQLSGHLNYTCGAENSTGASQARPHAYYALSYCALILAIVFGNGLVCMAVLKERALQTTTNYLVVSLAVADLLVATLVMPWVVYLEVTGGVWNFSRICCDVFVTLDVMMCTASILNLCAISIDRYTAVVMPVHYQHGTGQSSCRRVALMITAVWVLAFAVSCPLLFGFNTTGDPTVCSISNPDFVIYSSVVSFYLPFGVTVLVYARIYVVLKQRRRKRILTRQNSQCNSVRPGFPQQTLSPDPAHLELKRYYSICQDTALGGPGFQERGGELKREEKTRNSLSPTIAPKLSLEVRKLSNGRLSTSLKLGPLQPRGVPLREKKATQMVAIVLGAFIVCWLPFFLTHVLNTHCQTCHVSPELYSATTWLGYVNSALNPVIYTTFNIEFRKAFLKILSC
#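 Agonist mode: compounds and dopamine controls were applied to plated cells for 90 min at 37 degrees C after an overnight attachment at 1500 cells/well. Luminescent read-out followed 30 - 60 minutes at room temperature with DiscoveRx detection reagent.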
# GLP1R ag – GLP-1 receptor (human) agonism | Potency, µM (series often up to 45.6 µM), inactives show at the top dose activation, hits mostly activators | P43220 | hit rate 0.007% among 380,000 | HEK293 GLP-1R CRE-luciferase, luminescence, 4-6 h; cells express a hypersensitive GLP-1R form; also: potency is read from the fitted curve at half-maximal effect; % of control where 0% means no effect
# aSyn yeast inh – alpha-synuclein toxicity inhibition in yeast. AID 652106. Potency, µM (highest dose often 46.1 µM), for the others: at the highest dose growth rescue (activation), usual class: activators. Yeast expressing alpha-synuclein, growth rescue, BacTiter-Glo, 24 h. hit rate 0.14% among 370,000; also: potency is read from the fitted curve at half-maximal effect; % of control where 0% means no effect; nearly all actives have a fitted effect of over 65% in size
#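 Screening used galactose-induced yeast with toxic alpha-synuclein levels, exposed to compound for 24 hr at 30 deg C. Cell growth, read with BacTiter-Glo luminescence, gave the measured signal.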
# TDP43 rescue – rescues yeast growth from TDP-43 toxicity; TDP-43 expressing yeast growth rescue, BacTiter-Glo, 24 h; hit rate 1.8% among 410,000; Potency, µM (doses to about 46.1 µM), without a hit: at the highest dose growth rescue (activation), usual class: activators; also: potency is read from the fitted curve at half-maximal effect; % of control where 0% means no effect; nearly all actives have a fitted effect of over 50% in size
#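 In this qHTS, compounds that restore growth of yeast expressing TDP-43 appear as activators. Cells (OD600=0.02, galactose medium, raffinose-pregrown) are incubated with compound 24 hr at 30 deg C and growth is quantified by BacTiter-Glo.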
# PTHR1 agonist – activates the human parathyroid hormone receptor PTHR1; HEK293 GP2 PTHR1 cells, GloSensor cAMP luminescence, 1 h; Potency, µM (doses to about 115 µM), for inactives: at the highest dose activation, usual class: activators; hit rate 0.075% among 410,000; AID 743266; also: potency is read from the fitted curve at half-maximal effect; nearly all actives have a fitted effect of over 55% in size; some results filed as inactive show a strong effect at the top dose; inactives centre near -15; many of its hits are not listed in these tables
#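 HEK-293-derived GP2 cells expressing PTHR1 and a GloSensor cAMP reporter, 3,000/well, plated overnight, given luciferin plus IBMX (each 0.5 mM as added) for 1 h at 37 °C, then compound for 1 h at 37 °C. Luminescence was read after 15 min at room temperature.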
# KB-V1 cytotox – kills drug-selected multidrug resistant KB-V1 cells; KB-V1 MDR cells viability, CellTiter-Glo, 72 h; Potency, µM (doses to about 46.1 µM), for inactives: at the highest dose activity change, negative = cytotoxicity, hits mostly cytotoxic; hit rate 3.4% among 400,000; also: potency is read from the fitted curve at half-maximal effect; % is scaled to controls: 0 for no effect and ±100 for the full control effect; nearly all actives have a fitted effect of over 60% in size
#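 qHTS viability screen in drug-selected KB-V1 MDR cells: 72 h compound treatment at 37 degrees C, ATP luminescence end point.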
# D3 antag – antagonists of human D3 dopamine receptor | D3R cells, DiscoveRx beta-arrestin luminescence, antagonist mode; active compounds read low | hit rate 2.5% among 360,000 | max response, negative = inhibition, % | AID 652054; in the data active = max response below about -50%; inconclusive = no clear call, values can overlap the other calls; also: % is scaled to controls: 0 for no effect and ±100 for the full control effect; mostly tested at two doses, the higher about 12 µM
#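 Cells expressing the human receptor were seeded at 1500 cells/well, incubated overnight at 37 degrees C in 5% CO2, then exposed to library compounds with dopamine controls for 90 minutes at 37 degrees C before luminescent detection.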
# * = called active by the depositor; i = inactive; u = inconclusive; x = no result given; [ ] = another dose, or the depositor's remark. Unless noted, calls follow the shape of the dose curve; as a rule, active = well fitted curve in the direction sought with a large enough effect; inconclusive = small, poorly fitted or top-dose-only effect, or another doubt; inactive = no such curve, though single readings can be large; an effect the other way counts as inactive or inconclusive. The list is partial; the hit share may differ from the screen's.
SMILES,GLP-1R inv ag,GLP1R cytotox,DRD3 agonist,GLP1R ag,aSyn yeast inh,TDP43 rescue,PTHR1 agonist,KB-V1 cytotox,D3 antag
CN(C)c1ccc(/C=C(/NC(=O)c2ccccc2)C(=O)N2CCCC2)cc1,-24.4%,4.2%,-0.2,0.0%,-3.1%,17.4%,i,u,6.9
C[C@H](CO)N1C[C@H](C)[C@@H](CN(C)S(=O)(=O)c2ccccc2C#N)OCc2cnnn2CCCC1=O,10.1%,0.4%,4.1,-6.9%,-3.7%,9.1%,-20.3%,-8.1%,7.6
COc1ccc(C2CC(c3cccc(OC)c3OC)n3nnnc3N2)cc1 (stereo not given),23.7%,5.0%,3.9,6.9%,13.7%,15.9%,i,2.1%,6.2
O=C(CCn1c(=S)oc2ccccc21)NCCC1=CCCCC1,-3.2%,0.4%,-22.8,-3.3%,1.7%,-10.2%,-13.8%,-2.0%,u
CC(C)C1CC(CCNCc2ccc3c(c2)OCO3)(c2ccccc2)CCO1 (stereo not given),u,u,-6.8,11.6%,2.2%,-4.4%,i,u,1.8
CC(C)(C)[C@@H]1COC(=O)[C@H](Cc2ccc(F)cc2)C/C=C\C[C@H](CC(=O)N(CCO)Cc2ccccc2)C(=O)N1,8.1%,2.7%,4.9,-1.4%,3.8%,22.8%,i,11.7%,53.8
CCCCC(=O)Nc1sc2c(c1C#N)CC(C)(C)OC2,20.5%,5.6%,-10.6,0.7%,5.5%,u,-27.2%,7.3%,7.3
O=C1N[C@H](Cc2ccccc2)COC(=O)[C@H](Cc2ccc(F)cc2)CC/C=C/C[C@H]1CC(=O)N(CCO)Cc1ccccc1,u,-17.2%,-4.7,-0.1%,4.4%,u,6.3%,0.0%,-19.8
CSc1nc2ccc(NC(=O)c3ccc(=O)[nH]c3)cc2s1,10.7%,0.9%,-0.2,18.8%,-5.7%,-8.7%,i,28.8%,11.2
CCN1CCN(C(c2cccs2)C(C)NC(=O)C(=O)N2CCCCC2)CC1 (stereo not given),-3.1%,-5.3%,2.1,-4.3%,0.3%,7.9%,i,u,0.0
Cc1ccc(S(=O)(=O)N2CCCC2)s1,7.4%,-3.7%,-4.7,-0.1%,0.0%,-15.0%,u,-0.6%,-17.0
COc1ccccc1C(=O)Nc1ccc2c(c1)CCCN2C(=O)c1cccs1,u,5.6%,-13.0,21.0%,-39.5%[inhibitor],u,-66.4%[inhibitor],-28.0%,-16.7

# Filtered by structure: those above containing a halogen
SMILES,GLP-1R inv ag,GLP1R cytotox,DRD3 agonist,GLP1R ag,aSyn yeast inh,TDP43 rescue,PTHR1 agonist,KB-V1 cytotox,D3 antag
CC(C)(C)[C@@H]1COC(=O)[C@H](Cc2ccc(F)cc2)C/C=C\C[C@H](CC(=O)N(CCO)Cc2ccccc2)C(=O)N1,8.1%,2.7%,4.9,-1.4%,3.8%,22.8%,i,11.7%,53.8
O=C1N[C@H](Cc2ccccc2)COC(=O)[C@H](Cc2ccc(F)cc2)CC/C=C/C[C@H]1CC(=O)N(CCO)Cc1ccccc1,u,-17.2%,-4.7,-0.1%,4.4%,u,6.3%,0.0%,-19.8

# Additional results:
SMILES,GLP-1R inv ag,GLP1R cytotox,DRD3 agonist,GLP1R ag,aSyn yeast inh,TDP43 rescue,PTHR1 agonist,KB-V1 cytotox,D3 antag
O=C(Nc1ccccc1C(=O)Nc1nnc(C(F)(F)F)s1)c1ccccc1,u,3.16µM*,26.9,-5.8%,-8.7%,-2.7%,-40.3%[inhibitor],u,2.0
Fc1c(CSC(=S)N2CCOCC2)cccc1CSC(=S)N1CCOCC1,15.8%,6.1%,-10.1,1.1%,-2.2%,-19.9%,i,u,-5.3
Cc1onc(-c2c(F)cccc2Cl)c1C(=O)OCC(=O)NCc1ccccc1,u,-10.8%,0.9,0.1%,13.8%,0.0%,-11.0%,-16.5%,7.6
O=C(CSc1ccc2c(c1)OCCO2)N1CCN(c2ccccc2)CC1,-24.0%,3.5%,-18.8,-5.0%,14.9%,29.7%,-1.2%,u,-4.2
COc1ccc(NC(=O)Cn2c(=O)n(Cc3nc(C)no3)c(=O)c3cc4c(cc32)OCO4)cc1,0.3%,4.0%,6.8,x,x,17.7%,i,4.3%,x
Cc1cc2oc(C(=O)N(Cc3ccco3)Cc3ccccc3Cl)c(C)c2cc1C,u,4.5%,-18.3,x,x,-29.6%,-34.8%[inhibitor],-9.6%,x
Cc1ccc(C2CC(=O)c3cnc(NC(=O)c4ccco4)nc3C2)cc1 (stereo not given),1.7%,-2.3%,-9.7,-5.2%,0.3%,15.0%,i,-12.5%,11.5
CC(C)C[C@H]1CN([C@@H](Cc2ccccc2)CN2CCC[C@@H]2CN2C(=O)C(=O)NC[C@@H]2Cc2ccccc2)C(=O)C(=O)N1CC1CCCCC1,u,u,-4.7,-3.2%,9.6%,8.5%,-38.0%[inhibitor],-6.5%,-5.1
Cn1nnnc1SCCNCc1cc(Br)ccc1OCc1ccccc1Cl,10µM*,-13.5%,-15.5,-1.7%,x,-33.4%[inhibitor],-4.1%,-12.6%,x
Cc1csc(=O)n1CCC(=O)OCc1nnc(-c2ccccc2Cl)o1,9.4%,6.2%,0.5,3.5%,2.3%,u,i,18.2%,2.9
CC(C(=O)Nc1ccc(F)cc1Cl)N1CCN(S(=O)(=O)c2cccs2)CC1 (stereo not given),8.0%,3.9%,-10.1,18.8%,-3.4%[1.84 µM],6.1%,-9.9%,0.0%,2.7
CCN(Cc1ccccc1)C(=O)COC(=O)c1n[nH]c2ccccc12,-17.3%,-13.9%,1.5,0.8%,4.8%,6.0%,-9.2%[57.5 µM],-5.0%,2.0
CCNC(=O)COC(=O)CCNC(=O)c1ccc(Cl)cc1,8.8%,6.0%,-7.8,-4.1%,0.4%,-4.4%,i,u,-11.4
O=C(NNC(=O)c1ccccc1F)c1ccco1,12.2%,0.5%,-1.8,11.6%,-2.3%,-10.8%,i,-15.2%,-12.3
CSC1=NCCN1C(=O)Cc1ccc(Cl)cc1,10.0%,4.6%,3.5,-4.6%,0.9%,2.0%,i,14.9%,27.2
CCC(C)(C)n1nnnc1C(c1cccs1)N1CCCCC1 (stereo not given),u,4.6%,-2.7,-0.5%,-3.0%,-0.4%,-11.2%,-9.4%,-6.2
COCC(C)n1c(C)cc(C(=O)Cn2nc(C(=O)O)c3ccccc3c2=O)c1C (stereo not given),22.8%,-3.0%,0.6,22.7%,-10.8%,9.4%,-14.6%,-19.3%,10.4
COc1ccccc1C(=O)Nc1ccc(S(=O)(=O)Nc2nc(C)cc(C)n2)cc1,11.6%,8.7%,6.7,x,x,14.5%,-15.5%,3.4%,x
CC(=O)Nc1ccc(S(=O)(=O)NCCc2ccc(F)cc2)cc1,0.0%,-57.0%,-1.6,0.2%,-1.2%,-12.3%,-17.3%,23.1µM*,8.5
Cc1cccc(NCc2cc(Cl)cc(Cl)c2O)n1,u,-10.3%,-5.8,0.1%,2.4%,-10.7%,i,-2.7%,6.8
O=C(CSc1ncc(S(=O)(=O)c2ccc(Br)cc2)c(=O)[nH]1)Nc1ccc2c(c1)OCCO2,11.3%,-14.4%,0.2,1.1%,u,1.1%,i,6.7%,x
CCOc1ccc(NC(=O)CC2C(=O)N(c3cccc(C)c3)C(=O)N2Cc2cccs2)cc1 (stereo not given),-18.5%,1.1%,5.1,x,x,11.4%,i,x,x
Nc1ncnc(N)c1N=Nc1ccccc1,8.3%,-17.7%,-1.1,-7.8%,21.7%,24.0%,2.4%,2.6%,15.5
O=C(NNC(=O)C12CC3CC(CC(O)(C3)C1)C2)c1csc(N2CCOCC2)n1,2.0%,3.8%,-7.8,-7.8%,-2.1%,-18.8%,-23.0%,18.5%,-13.8
Cc1cccc(C)c1NC(=O)CNC(=O)c1c(C)nn(C)c1Cl,7.0%,5.2%,10.6,2.2%,-0.6%,x,0.0%,10.2%,16.4
COCCn1c(SCc2cccnc2)nnc1-c1c[nH]c2ccccc12,4.1%,u,0.1,0.1%,-0.6%,0.6%,i,-8.5%,19.7
CCn1nc(C)c2c(-c3ccccc3)cc(=O)n(C(C)C(=O)Nc3cc(C)ccc3C)c21 (stereo not given),12.1%,26.3%,-13.4,x,x,4.1%,-6.0%,5.8%,x
O=C(CN1CCN(c2ccccn2)CC1)NC1CCCCC1,-16.7%,-2.0%,-3.2,0.7%,-1.7%,7.2%,-1.2%,0.0%,-23.7
CCOc1ccc(NC(=O)Cn2cnc3c(oc4ccccc43)c2=O)cc1,3.8%,-9.4%,0.8,x,x,0.0%[9.22 µM],i,17.1%,x
CC(C)(C)OC(=O)NCc1ccc(CNC(=O)c2ncn(Cc3ccccc3)c2C(=O)NCc2ccc(CNC(=O)OC(C)(C)C)cc2)cc1,15.4%,-22.1%,-2.5,5.7%,-2.4%,8.3%,-19.9%,-8.2%,-21.1
O=C(Nc1cccnc1)c1cccnc1,-3.3%,6.0%,3.2,11.7%,-9.1%,-12.1%,i,-2.1%,-8.0
Cc1noc(C)c1S(=O)(=O)N1CCCCC1,0.0%,0.4%,0.8,3.4%,-17.3%,2.6%,i,-4.9%,-3.9
CCN(Cc1ccccc1)C(=O)Cn1cc2c(n1)CCCC2,-18.1%,2.6%,3.9,-0.1%,2.5%,19.4%,i,-4.1%,-15.2
Cn1nc(C(=O)NCc2ccccc2)cc1C(=O)NCc1ccccc1,u,-0.6%,3.2,-3.8%,-4.0%,-5.6%,-34.2%[inhibitor],7.7%,-23.8
Cc1nc2cc(NC(=O)N3CCC(c4ccccc4)C3)ccc2n1C (stereo not given),1.0%,-1.8%,-4.8,2.9%,-1.2%,-14.0%,-6.4%[57.5 µM],-6.9%,9.2
